KOR beta-arrestin-1 = kappa opioid receptor blockers – cell-based, luminescence, uHTS (AID 1778); KOR beta-arrestin recruitment, luminescence, antagonist mode; higher % means a stronger effect; one-dose inhibition, % at 10 µM; IC50 in µM for titrated hits; hit rate 0.091% among 290,000; in the data active = inhibition above about 50%; note: strong numbers were not always called active
Salmonella PhoP GFP = inhibitors of PhoP regulon expression, primary screen, Salmonella Typhimurium, GFP reporter (AID 1863); hit rate 0.16% among 300,000; inhibition, % at 50 µM, or IC50 in µM where a hit was titrated; S. Typhimurium PhoP-regulated promoter GFP reporter, 4 h; higher % means a stronger effect;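 active = inhibition over 29.93%, a cutoff 3 SD above the screen mean, later confirmed by dose response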;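 note: 0% = low Mg2+ inducing control and 100% = high Mg2+ repressing control; strong numbers were not always called active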
GPR35 antagonists = GPR35 antagonists blocking zaprinast-driven arrestin recruitment, primary screen, imaging, U2OS, beta-arrestin-GFP, zaprinast agonist (AID 2058); U2OS GPR35 beta-arrestin-GFP translocation imaging, zaprinast antagonism; higher % means a stronger effect; inhibition, % at 10 µM; hits with a dose series show IC50 in µM; hit rate 0.052% among 290,000;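 active = inhibition of at least 50% with at least 30 cells and total cytoplasm GFP at most 10,000,000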
GPR55 antagonists = inhibition of LPI-stimulated GPR55 beta-arrestin translocation – imaging, U2OS, beta-arrestin-GFP, LPI agonist, primary screen (AID 2013); U2OS GPR55 beta-arrestin-GFP translocation imaging, LPI antagonism; higher % means a stronger effect; inhibition, % at 10 µM, or IC50 in µM where a hit was titrated; hit rate 0.13% among 290,000;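 active = spots per cell inhibited over 60%, with over 100 cells counted and total cytoplasm intensity under 500,000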;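 note: U2OS cells stably carrying GPR55 and arrestin-GFP stimulated by 5 µM LPI near EC80; imaged beta-arrestin-GFP aggregate spots per cell after agonist stimulation; plate controls were LPI-stimulated DMSO wells for no effect and DMSO wells without LPI for full effect; some results filed as inactive read as strong as hits; confirmed hits need IC50 under 10 µM and bright autofluorescent wells are also inconclusive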
NTR1 agonist = agonists of NTR1, primary screen, imaging, U2OS cells, beta-arrestin-GFP, high content (AID 493036); activation, % at 20 µM; NTR1-U2OS beta-arrestin-GFP spot imaging, agonist mode; P30989; hit rate 0.17% among 330,000;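 active = activation at or above 40% of the spot to cytoplasm intensity ratio, with at least 20 cells analyzed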;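 note: 0% = DMSO without peptide and 100% = 100 nM NTR1 peptide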
Target sequence (P30989 whole entry, looked up): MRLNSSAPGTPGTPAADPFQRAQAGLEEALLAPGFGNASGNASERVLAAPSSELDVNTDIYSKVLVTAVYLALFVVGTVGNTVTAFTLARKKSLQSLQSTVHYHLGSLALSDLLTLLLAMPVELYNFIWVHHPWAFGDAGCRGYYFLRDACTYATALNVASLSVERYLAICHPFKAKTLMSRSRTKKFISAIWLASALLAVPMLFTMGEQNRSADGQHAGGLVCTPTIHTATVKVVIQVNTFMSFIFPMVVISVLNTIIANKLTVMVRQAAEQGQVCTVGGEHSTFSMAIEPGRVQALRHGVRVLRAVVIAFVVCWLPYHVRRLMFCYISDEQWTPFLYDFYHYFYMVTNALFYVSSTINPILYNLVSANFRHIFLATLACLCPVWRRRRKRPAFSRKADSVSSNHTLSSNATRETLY
West Nile virus CPE = inhibition of WNV-induced cytopathic effect – cell-based, CPE readout (AID 1621); West Nile virus-infected cells, CPE inhibition; higher % means a stronger effect; hit rate 0.02% among 290,000; CPE inhibition, % at 10 µM; hits with a dose series show IC50 in µM; in the data active = a potency from the dose series; note: strong numbers were not always called active
GPR55 activation = selective activators of receptor GPR55 – imaging, U2OS cells, beta-arrestin-GFP redistribution, primary screen (AID 1961); U2OS GPR55 beta-arrestin-GFP redistribution imaging; higher % means a stronger effect; activation, % at 10 µM, or EC50 in µM where a hit was titrated; hit rate 0.048% among 290,000;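 active = activation above 40% with more than 50 cells counted in the well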;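 note: U2OS osteosarcoma cells stably expressing GPR55 and beta-arrestin-GFP; plate controls were DMSO negative control for no effect and LPI positive control for full effect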
KOR beta-arrestin-2 = KOR agonists, beta-arrestin recruitment, primary screen, cell-based, luminescence, uHTS (AID 1777); KOR beta-arrestin recruitment, luminescence; higher % means a stronger effect; activation, % at 10 µM, or EC50 in µM where a hit was titrated; hit rate 0.02% among 280,000; in the data active = activation above about 50%, passing the limit was not always enough; note: a part of the inactive calls stands beside numbers as strong as those of hits
T cell HTS = T cell immune modulators affecting CD8 T cell-vesicle binding; 2C CD8+ T cell-vesicle binding, flow cytometry; hits give low values; calls only at 7 µM; hit rate 0.068% among 330,000; AID 2052;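 active = response, share of CD8 T cells binding vesicles, and their 90th percentile fluorescence all below set limits, cut at about 80% in these data, passing the limit was not always enough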
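Material: 2C TCR transgenic mouse naive CD8+ T cells, MACS-purified. Also added: QL9-charged Drosophila Ld/ICAM-1/B7-1 vesicles. Timing: binding 1.5 h at 37 °C. Measured by: high-throughput flow cytometry with anti-B7-1 and anti-CD8 staining. Read-out: percent CD8+ FL2 mean versus row control. Controls: Unloaded micro-vesicles (low), QL9 vesicles with 0.7% DMSO (high).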
T cell HTS vesicle-bound % = also measured in T cell HTS; calls as there; double positive events, %; measured here: CD8+ vesicle-bound cell fraction;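 binding gate set so that unloaded-vesicle control wells show 10% double positive cells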
NTR1 agonist cell count 20 µM = further read-out of NTR1 agonist, marked with its call; cell count; measured here: cell count, cytotoxicity flag
The depositor's hits bear a star; i = inactive; x = not tested or not shown; [ ] = dose if it differs, or a comment.

SMILES | KOR beta-arrestin-1 | Salmonella PhoP GFP | GPR35 antagonists | GPR55 antagonists | NTR1 agonist | NTR1 agonist cell count 20 µM | West Nile virus CPE | GPR55 activation | KOR beta-arrestin-2 | T cell HTS | T cell HTS vesicle-bound %
O=C(Nc1ccccc1)N1CCCN(c2c(Cl)cncc2Cl)CC1 | 16% | 0% | 6% | 16% | -0.2 | 52 | -0.6% | 0.1% | -0.1% | i | 37
CN1OCC(S(=O)(=O)c2ccccc2)C1c1ccccc1 (stereo unspecified) | -29% | 4% | -1% | 2% | -0.6 | 47 | 0.9% | -0.5% | -0.1% | i | 34
CCC(CC)C(=O)Nc1nnc(S(=O)(=O)N2CCCCCC2)s1 | -4%[20 µM] | x | 1% | -12% | 3.1 | 52 | -0.6% | -0.1% | 0.7% | i | 25
Clc1cncc(Cl)c1N/N=C/c1ccncc1 | 15% | 6% | -10% | 1% | 3.8 | 94 | -0.8% | 1.1% | -0.5% | i | 46
CCN(CC)CCCNC(=O)Cn1cnc2ccc(S(=O)(=O)N3CCC(C)CC3)cc2c1=O | 10% | 1% | -8% | -1% | -0.3 | 39 | 0.5% | -0.3% | 1.2% | i | 59
CC(=O)Nc1cccc(OCC(=O)Nc2sccc2C(N)=O)c1 | 9% | -3% | 3% | 15% | 0.0 | 70 | 0.1% | -0.2% | -1.3% | i | 20
COc1cc(C(=O)NCc2cc(C)nc3ccccc23)cc(OC)c1OC | 4% | 1% | 3% | 12% | -0.2 | 62 | 0.4% | -0.3% | -3.7% | i | 30
COc1cc(NC(=O)Cc2nn(C)c(=O)c3ccccc23)cc(OC)c1OC | -8% | -2% | 16% | 11% | -1.1 | 62 | -0.2% | 0.1% | 6.2% | x | x
Cc1cccc(NC(=O)c2cccc(NC(=O)c3ccccc3)c2)n1 | 14% | 3% | -8% | 6% | 1.2 | 63 | -1.1% | -0.1% | 0.6% | i | 54
CC(C)CCNC(=O)C1CC(c2ccc(C(F)(F)F)cc2)=NO1 (stereo unspecified) | -6% | -1% | -7% | 4% | -2.0 | 100 | 0.3% | 0.3% | 0.5% | i | 18
COc1ccc(-n2cc(C(=O)c3cc(Cl)ccc3O)cc(C#N)c2=O)cc1 | 31% | 0% | -6% | 11% | -0.4 | 37 | -1.2% | -0.3% | -6.5% | i | 29
NNC(=O)CNc1cccc(Cl)c1 | -1% | -10% | 12% | 0% | -0.4 | 35 | 0.3% | -0.1% | -3.2% | i | 23
CCOC(=O)c1cc[nH]c1CC(=O)NC | 26% | 4% | 21% | 8% | -0.3 | 75 | 0.0% | 0.2% | -5.2% | i | 40
COc1cc([N+](=O)[O-])ccc1NC(=O)CSc1nncn1-c1cccnc1 | -21% | -3% | 4% | 24% | -2.3 | 53 | -0.2% | -0.2% | -3.6% | i | 41
Cc1ccc(Cn2c(N3CCN(C)CC3)nc3c2c(=O)[nH]c(=O)n3C)cc1 | -11% | -2% | 15% | -2% | -0.2 | 56 | -0.1% | 0.2% | 4.3% | i | 42
COc1ccc(/C(C)=N/OC/C(O)=C(\C#N)c2nc3ccccc3[nH]2)cc1 | 3% | 12% | 4% | 6% | -0.2 | 74 | -0.2% | -0.2% | -5.2% | i | 32
Cc1ccc(C(CC(=O)NCc2ccco2)c2ccccc2)c(O)c1 (stereo unspecified) | -18% | 2% | -3% | -5% | 0.2 | 54 | 0.2% | -0.1% | 1.3% | i | 8
O=C(Nc1ccc(N2C(=O)C3C4C=CC(C4)C3C2=O)cc1)Nc1nnc(C(F)(F)F)s1 (stereo unspecified) | 21% | 11% | 1% | -6% | -0.2 | 51 | 0.1% | -0.1% | -6.0% | i | 42
Cc1cc(C)cc(Oc2nn[nH]n2)c1 | -19% | -20% | -6% | -4% | -0.2 | 58 | 0.1% | -0.2% | -1.2% | i | 28
CCCN1C2CCCC1CC(NC(=O)c1ccccc1OCC)C2 (stereo unspecified) | 12% | 1% | -2% | 1% | -0.3 | 82 | -0.3% | 0.2% | -3.9% | i | 62
CC(C)CCN1C(=O)c2ccc(C(=O)Nc3ccccn3)cc2C1=O | 4% | -2% | -18% | -7% | 1.4 | 57 | 0.3% | -0.1% | 6.7% | i | 49
CCn1ccnc1[C@@H]1C[C@H]2CN(Cc3ccccc3OC)C(=O)[C@]23CCCN13 | -22% | -7% | 0% | 1% | 1.6 | 67 | -0.6% | -0.2% | 2.7% | i | 44
NC(=S)Nc1ccc(F)cc1F | 9% | -10% | -2% | -1% | 1.3 | 51 | 0.2% | -0.3% | 1.2% | i | 53
O=C(NCc1ccc(F)cc1)C(=O)NCC1OCCN1S(=O)(=O)c1cccs1 (stereo unspecified) | -22% | 7% | -15% | 2% | -1.0 | 89 | -0.2% | -0.3% | -2.5% | i | 29
CC(C)=CC(=O)Nc1nnc(-c2ccccc2C)s1 | -15%[20 µM] | 5% | -2% | 16% | 0.3 | 35 | 0.3% | -0.1% | x | i | 22
c1ccc2c3nnc4n(c-3nc2c1)CCCS4 | -16% | 2% | 8% | 4% | 2.0 | 42 | 0.4% | -0.1% | 0.1% | i | 8
COc1ccccc1NC(=O)CN1CCSc2ccccc21 | 11% | -1% | 3% | -10% | 2.8 | 42 | 1.4% | 0.1% | -4.9% | i | 37
CCOC(=O)c1c(NC(=O)CSc2nnnn2CC)sc(C)c1C | 10% | -6% | 4% | 2% | 1.1 | 63 | 0.1% | 0.2% | -4.6% | i | 57
Cc1ccc(NC(=O)NNC(=O)C2CC(c3cccnc3)=NO2)cc1 (stereo unspecified) | -3% | -6% | 6% | 0% | 1.3 | 57 | 1.1% | 0.0% | -1.3% | i | 51
Cc1cccc(CNC(=O)C2CCC(=O)N(CCc3cccc(F)c3)C2)n1 (stereo unspecified) | 1% | x | 4% | 13% | 2.2 | 64 | 0.0% | -0.2% | -2.1% | x | x
O=C1NC(=O)c2cc(NC(=O)C3CCCCC3)ccc21 | 1% | 4% | 6% | 5% | -0.2 | 53 | -0.4% | -0.1% | -3.0% | i | 6
COc1cccc(C2/C(=C(/O)c3ccncc3)C(=O)C(=O)N2CCCN(C)C)c1 (stereo unspecified) | -32% | x | -24% | 7% | x | x | x | 0.3% | -7.8% | x | x
COc1ccc(C(=O)NC(C)c2nnc(SCC(=O)Nc3nc(C)cs3)n2C)cc1 (stereo unspecified) | 33% | 3% | 7% | 5% | -1.1 | 71 | 1.4% | -0.1% | x | i | 42
Cc1ccc(N2C(=O)S/C(=C/c3cn(C)c4ccccc34)C2=O)cc1 | -29% | -11% | -1% | 0% | 6.3 | 59 | x | 0.2% | 1.0% | i | 3
Cc1nnc(N2CCC(C(=O)N3CCCCCC3)CC2)c2nn(-c3ccc(Cl)cc3)c(C)c12 | -23% | -10% | 3% | 20% | 9.4 | 51 | -0.6% | 0.0% | 1.8% | i | 9
CCN(CC)S(=O)(=O)c1ccc(C(=O)NCC(=O)N/N=C/c2ccccc2OC)cc1 | -12% | -1% | -14% | 10% | 0.0 | 43 | 0.1% | -0.2% | 5.5% | i | 8
CCOc1ccc(N(CC(=O)Nc2nccs2)S(=O)(=O)c2c(C)noc2C)cc1 | 15% | 3% | 15% | -1% | 3.6 | 13 | -0.7% | -0.1% | -10% | i | 28
COc1ccccc1/C=N/NC(=O)CNC(=O)c1ccccc1 | 13% | -5% | 1% | -1% | -1.3 | 57 | 0.4% | 0.2% | 5.3% | i | 34
Cc1nc(Nc2ccc(F)cc2)nc(Nc2ccc(F)cc2)c1[N+](=O)[O-] | 0% | -6% | 8% | 0% | 23 | 69 | -0.7% | -0.1% | 4.0% | i | 48
C=CCn1c(SCC(=O)Nc2nccs2)nnc1-c1ccco1 | 16% | 4% | 20% | 8% | -2.1 | 81 | -0.1% | 0.0% | 0.4% | i | 32
CCCS(=O)(=O)n1nc(-c2ccccc2)cc1N | -16% | 11% | 2% | -4% | -2.0 | 48 | -0.1% | 0.3% | -0.5% | i | 21
Cc1csc(=O)n1CC(=O)OCC(=O)NNC(=O)c1ccccc1 | -4% | -4% | 2% | 16% | 1.4 | 65 | -0.6% | -0.1% | 6.2% | i | 24
Cc1ccccc1SCCNC(=O)CCc1ccccc1 | -67%[20 µM] | 4% | 3% | -4% | 0.4 | 28 | 0.0% | -0.1% | -0.4% | i | 6
Cc1ccc(NC(=O)CCc2c(C)[nH]c(=O)c(C#N)c2C)cc1 | -23% | -7% | -2% | -14% | -0.8 | 43 | -0.1% | -0.1% | 5.3% | i | 35
O=C(NN1C(=O)/C(=C\c2cccnc2)SC1=S)c1ccco1 | 6% | 4% | -3% | -4% | -1.4 | 28 | -0.7% | -0.2% | -1.6% | i | 40
CC(C)(C)NC(=O)Nc1ccc(Br)cc1 | 1% | -2% | 17% | -11% | 0.2 | 94 | 0.9% | 0.2% | -4.0% | i | 52
CCOc1cc2[nH]c(=S)n(CCN3CCCCC3CC)c(=O)c2cc1OCC (stereo unspecified) | 27% | -4% | 6% | 5% | -0.4 | 82 | -0.1% | 0.3% | -3.1% | i | 28
CN(/N=C/c1c[nH]c2ccccc12)c1cnn(-c2ccc(F)c(Cl)c2)c(=O)c1Cl | 13% | -9% | 6% | -4% | 3.8 | 49 | -0.6% | -0.1% | 0.2% | i | 39
O=C(CCN1CCCCC1)c1ccccc1 | -8% | -2% | 2% | -3% | -1.6 | 54 | -0.3% | 0.1% | -8.3% | i | 44
S=C(NCCCc1ccccc1)Nc1ccccc1 | 34% | 3% | 11% | -2% | -0.1 | 79 | -0.6% | 0.9% | -7.1% | i | 4
COc1cc(C(=O)NCC(C)C)c([N+](=O)[O-])cc1OC | 2% | -2% | -7% | 4% | 2.4 | 68 | -0.7% | 0.8% | -3.1% | i | 14

Source: PubChem BioAssay (several laboratories)
